D1 PAM: Potentiators of Human D1 Dopamine Receptor: qHTS; 360,000 compounds, 0.036% hits; HEK293 TREx D1 cells, calcium flux, dopamine EC20 potentiation; D(1A) dopamine receptor (Homo sapiens), P21728; potentiation, % at 10 µM; in the data active = potentiation above about 30%; also: 0% is about no effect
Target sequence (P21728 whole entry, looked up): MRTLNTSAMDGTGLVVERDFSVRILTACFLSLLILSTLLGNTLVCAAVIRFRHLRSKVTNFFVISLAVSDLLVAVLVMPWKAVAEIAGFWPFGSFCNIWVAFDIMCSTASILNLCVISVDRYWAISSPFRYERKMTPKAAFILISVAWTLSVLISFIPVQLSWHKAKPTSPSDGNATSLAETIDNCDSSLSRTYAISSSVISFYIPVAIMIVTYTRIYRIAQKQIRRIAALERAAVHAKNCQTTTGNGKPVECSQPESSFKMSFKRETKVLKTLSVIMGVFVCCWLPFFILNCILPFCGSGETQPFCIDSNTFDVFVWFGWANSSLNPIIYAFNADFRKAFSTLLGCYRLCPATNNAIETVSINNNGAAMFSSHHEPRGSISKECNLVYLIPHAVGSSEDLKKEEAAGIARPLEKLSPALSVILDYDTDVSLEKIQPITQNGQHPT
TRHR ag: qHTS for Small Molecule Agonists and Allosteric Enhancers of Human TRH Receptor: Primary Screen for Agonists. Thyrotropin-releasing hormone receptor (Homo sapiens), P34981. activation, % at 2 µM. 360,000 compounds, 0.18% hits. TRHR cells, calcium flux fluo-8, FDSS agonist mode; in the data active = activation above about 30%; also: 0% is about no effect
Target sequence (P34981 whole entry, looked up): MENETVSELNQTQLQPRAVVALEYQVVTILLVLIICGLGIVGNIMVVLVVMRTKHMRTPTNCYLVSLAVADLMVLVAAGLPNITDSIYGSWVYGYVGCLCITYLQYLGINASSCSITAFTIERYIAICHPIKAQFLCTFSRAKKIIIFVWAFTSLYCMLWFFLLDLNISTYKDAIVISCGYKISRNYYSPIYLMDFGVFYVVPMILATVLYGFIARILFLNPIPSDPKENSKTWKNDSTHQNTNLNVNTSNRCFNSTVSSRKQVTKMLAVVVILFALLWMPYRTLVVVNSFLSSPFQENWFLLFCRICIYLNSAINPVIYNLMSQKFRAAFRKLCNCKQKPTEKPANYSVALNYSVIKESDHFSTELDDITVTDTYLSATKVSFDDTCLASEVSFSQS
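Agonist-mode FDSS calcium read (Ex 480/Em 530, 1 s cycles) in 1536-well TRHR cells with fluo-8 dye, after 10-cycle baseline and 23 nL compound addition; TRH at EC20 (10 nM final) added afterwards for the enhancer phase.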
D2 PAM: HTS Assay for Positive Allosteric Modulators of the Human D2 Dopamine Receptor: Primary Screen for Potentiators | D(2) dopamine receptor (Homo sapiens), P14416 | HEK293 T-REx D2, calcium flux, EC20 dopamine potentiation | potentiation, % at 10 µM | 340,000 compounds, 0.34% hits;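 active = potentiation over 3 SD above the plate norm, cut at about 30% in these data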; also: 0% is about no effect
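Potentiation of an EC20 dopamine calcium response measured kinetically over 180 s, after a preceding 180 s compound-only read flagging agonists. Cells: inducible Hek293 Trex D2 line, 4000/well, cultured overnight at 30 C before dye loading.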
D1 agonist: Allosteric Agonists of the Human D1 Dopamine Receptor: qHTS. activation, % at 2 µM. D(1A) dopamine receptor (Homo sapiens), P21728. AID 504660, 2011. 360,000 compounds, 1% hits. HEK293 T-REx D1 cells, calcium flux, agonist mode; in the data active = activation above about 30%; also: 0% is about no effect
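Inducible HEK293 T-REx D1 cells, force-coupled to calcium signalling, were plated at 4000 cells/well with tetracycline and held overnight at 30 C. After no-wash calcium dye loading, compound-evoked calcium rise over 180 s flagged agonists.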
RXFP1 ag: qHTS Assay for Agonists of the Relaxin Receptor RXFP1; AID 2676, 2010; HEK293T-RXFP1 cAMP TR-FRET, 30 min; response scale: percent of porcine relaxin response, buffer zero; Potency, µM (highest dose often 57.5 µM), inactives show top-dose activation, most hits filed as activators; Relaxin receptor 1 (Homo sapiens), Q9HBX9; 370,000 compounds, 0.3% hits; also: potency is read from the fitted curve at half-maximal effect; % is scaled to controls: 0 for no effect and ±100 for the full control effect; nearly all actives have a fitted effect of over 60% in size; many of its hits are not listed in these tables
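HEK293 cells stably expressing RXFP1, treated 30 min at 37C with compounds plus PDE4 inhibitor Ro 20174; cAMP measured by HTRF TR-FRET. Normalized to buffer and 29 nM porcine relaxin; EC50 by Hill fit.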
D1 antagonist: Antagonist of Human D 1 Dopamine Receptor: qHTS; AID 504652, 2011; D(1A) dopamine receptor (Homo sapiens), P21728; activity change, negative = inhibition, % at 10 µM; 360,000 compounds, 3.2% hits; HEK293 TREx D1 cells, calcium flux, dopamine EC80; active compounds read low; in the data active = activity change below about -30%; also: % is scaled to controls: 0 for no effect and ±100 for the full control effect
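Allosteric or orthosteric antagonism assessed as attenuation of the calcium response to EC80 dopamine, added 180 s after compound, in induced HEK293 Trex D1 cells loaded with no-wash calcium dye.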
RXFP1 antagonist: qHTS Assay for Antagonists of the Relaxin Receptor RXFP1; AID 1259400, 2018; 350,000 compounds, 0.59% hits; activity change, negative = inhibition, % at 57.5 µM; HEK293-RXFP1, relaxin-stimulated cAMP HTRF, 30 min; active compounds read low; Relaxin receptor 1 (Homo sapiens), Q9HBX9;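 active = activity change of -60% or lower, but not beyond a set lower limit; inconclusive = change between -60% and -40%, or beyond the set limit; inactive = change above -40%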; also: % is scaled to controls: 0 for no effect and ±100 for the full control effect
Anesthetic bind: qHTS Assay for Identification of Novel General Anesthetics | Ferritin light chain (Equus caballus), P02791 | apoferritin/1-aminoanthracene competitive binding, fluorescence | Potency, µM (titrated, usually from 77.5 µM), for inactives: at the top dose activity change, negative = displacement, most hits filed as inhibitors | 350,000 compounds, 0.074% hits; also: potency is read from the fitted curve at half-maximal effect; % is scaled to controls: 0 for no effect and ±100 for the full control effect; nearly all actives have a fitted effect of over 20% in size
Target sequence (P02791 2-175 limits assumed): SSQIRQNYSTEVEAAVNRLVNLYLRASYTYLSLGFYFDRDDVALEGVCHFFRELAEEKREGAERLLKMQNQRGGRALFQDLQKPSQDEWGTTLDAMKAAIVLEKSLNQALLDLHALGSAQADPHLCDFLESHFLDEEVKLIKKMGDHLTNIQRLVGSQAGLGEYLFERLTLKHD
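Steps: apoferritin (10 uM) was premixed with half-saturated 1-AMA in PBS, compounds were pin-transferred, plates stood 10 min at room temperature, fluorescence was read at 380/535 nm, and curves were fitted with a Hill equation.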
TRHR PAM: qHTS for Small Molecule Agonists and Allosteric Enhancers of Human TRH Receptor: Primary Screen for Enhancers. AID 493056, 2011. enhancement, % at 2 µM. TRHR cells, fluo-8 calcium fluorescence, EC20 TRH enhancement. Thyrotropin-releasing hormone receptor (Homo sapiens), P34981. 360,000 compounds, 0.66% hits; in the data active = enhancement above about 30%; also: 0% is about no effect
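TRHR-expressing cells loaded with fluo-8 calcium dye were read kinetically (ex 480/em 530) during compound addition, then stimulated with an EC20 of TRH (10 nM final). Enhancement of the Gq-mediated intracellular calcium response was scored.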
Starred values were filed as active, the others as inactive; ? = inconclusive; . = no result given; [ ] = dose if it differs, or a comment. Unless noted, calls follow the shape of the dose curve; as a rule, active = well fitted curve in the direction sought with a large enough effect; inconclusive = small, poorly fitted or top-dose-only effect, or another doubt; inactive = no such curve, though single readings can be large; an effect the other way counts as inactive or inconclusive. The list is partial; the hit share may differ from the screen's.

Results follow in this order: D1 antagonist | D1 PAM | D2 PAM | TRHR PAM | RXFP1 ag | TRHR ag | D1 agonist | RXFP1 antagonist | Anesthetic bind
1: COc1ccc(C)cc1S(=O)(=O)N1c2ccccc2CC1C (stereo not drawn)
→ -19 | -3 | 0 | 0 | 2.2% | -0.6 | 7 | 11 | -10%
2: O=S(=O)(NCCc1nnc2ccc(SCc3ccc(Cl)cc3Cl)nn12)c1ccccc1
→ 3 | 1 | 4 | -4 | 5.1% | 0.4 | 1 | -5 | 18µM*
3: CCOc1ccc(NC(=O)C2CCC(CNc3c(N4CCOCC4)c(=O)c3=O)CC2)cc1 (stereo not drawn)
→ -23 | -6 | -4 | 4 | 0.2% | -0.3 | 1 | . | -10%
4: COc1cc(C(=O)NCC(=O)N/N=C(\C)Cc2ccccc2)cc(OC)c1OC
→ -1 | -2 | 37* | 8 | -3.5% | -0.5 | 3 | 2 | -9%
5: Cc1cnc(NC(=O)Cc2cccs2)s1
→ 6 | -3 | 18 | 8 | 0.3% | 0.0 | -1 | 3 | -11%
6: CN(C(=O)COC(=O)C1(C)CC1(Cl)Cl)c1c(N)n(Cc2ccccc2)c(=O)[nH]c1=O (stereo not drawn)
→ -3 | 0 | 1 | 8 | -0.3% | -0.3 | 1 | -4 | .
7: CCOc1ccccc1NC(=O)CCNC(=O)c1ccco1
→ 16 | . | 6 | 14 | -0.8% | 0.5 | 3 | -2 | -8%
8: Cc1ccc2c(C(=O)CN3CCCCC3CCO)c(C)[nH]c2c1 (stereo not drawn)
→ 1 | 6 | . | 6 | 3.0% | 0.4 | 4 | -8 | -12%
9: Cc1[nH]c2ccccc2c1C1C(c2ccccc2)=NN=C(C(C)C)N1O (stereo not drawn)
→ 22 | -12 | 31* | 9 | -0.8% | -0.5 | 9 | -2 | ?
10: COc1ccc(N2C(S)=C(C#N)C(=O)NC23CCCCC3)cc1
→ 0 | -1 | 11 | -7 | 0.2% | 1.0 | 0 | -17 | -14%
11: Cc1cccc(NC(=O)c2nc[nH]c2C(=O)N[C@@H](CCCCNC(=O)OC(C)(C)C)C(=O)OC(C)(C)C)c1
→ 1 | -2 | 1 | -3 | -3.3% | 0.8 | 5 | . | -10%
12: CCOc1ccccc1N(C(=O)c1snc(C(N)=O)c1N)C(C(=O)NCc1ccccc1)c1ccc(O)cc1 (stereo not drawn)
→ 5 | -1 | -7 | -3 | 3.3% | 0.4 | 3 | 3 | -2%
13: COc1ccc(OCC(=O)Nc2nnc(C)s2)cc1
→ 11 | -7 | 4 | 5 | 0.2% | 0.0 | 2 | -6 | -5%
14: COc1ccc(NC(=O)C(C)Sc2nnc(C3CC3)n2C2CC2)cc1 (stereo not drawn)
→ 4 | -8 | . | -2 | -0.2% | 0.2 | 2 | 6 | .
15: CC(=O)Nc1ccc(NC(=O)c2oc3c(c2C)-c2nn(Cc4ccccc4Cl)cc2CC3)cc1
→ -8 | 8 | -2 | -5 | ? | 0.2 | 0 | -19 | -17%
16: NNc1nc2c(-c3ccc(Cl)cc3)nnn2c2ccccc12
→ -11 | 2 | 9 | -8 | 5.8% | 2.3 | 1 | 19 | 6%
17: COc1ccc(CNC(=O)CN(Cc2ccccc2)C(=O)c2csnn2)cc1
→ -5 | 1 | 7 | 7 | 1.1% | 0.2 | 1 | -2 | -8%
18: Cc1cc(Cl)c(OCCOCCN2CCCC(C)C2)c(Br)c1 (stereo not drawn)
→ -2 | -2 | -13 | 0 | 0.2% | -0.2 | 2 | -36 | -12%
19: NC(=O)CC(NC(=O)c1ccccc1)c1ccc(NC2CCCC2)c([N+](=O)[O-])c1 (stereo not drawn)
→ -6 | -1 | -3 | -4 | -2.0% | -1.9 | 4 | . | -14%
20: CCCCC(=O)Nc1ccc(N2CCN(S(C)(=O)=O)CC2)cc1
→ 0 | -4 | 6 | -1 | 2.4% | -0.1 | 3 | -8 | 2%
21: Cc1cccc(NC(=O)C2CCN(S(=O)(=O)c3ccc(Cl)cc3)CC2)n1
→ -7 | -3 | -8 | -9 | 1.8% | -0.5 | 7 | -24 | .
22: CCOc1cc(CNc2ccc(N(C)C)cc2)cc(Br)c1OCC(=O)NC(C)(C)C
→ -19 | -8 | 2 | 6 | 0.1% | 0.8 | 1 | -109* | ?
23: COc1ccc(CC(=O)Oc2ccc(Br)cc2F)cc1S(=O)(=O)N1CCOCC1
→ 17 | -4 | -4 | -3 | -2.1% | -0.4 | 3 | -2 | .
24: COc1ccc(/C(C)=N/NC(=O)CNC(=O)/C=C\c2ccccc2)c(OC)c1
→ 7 | -3 | -1 | 6 | 1.3% | -0.7 | 1 | -1 | 2%
25: O=C(NCCC1CCCCN1S(=O)(=O)c1ccccc1)C(=O)NCC1CCCO1 (stereo not drawn)
→ 0 | -6 | 4 | -6 | 1.8% | 0.2 | 0 | -13 | .
26: COc1ccc(C(=O)Nc2ccc(NC(=O)C(C)C)nc2)cc1
→ -1 | -2 | 4 | 9 | 6.4% | 1.4 | 1 | -17 | -8%
27: Cc1ccc(S(=O)(=O)Cc2ccc(C(=O)N3CCCC3)o2)cc1
→ -17 | . | 21 | 5 | 0.1% | -0.6 | 0 | . | -6%
28: O=C(CCC1CCN(C(=O)c2ccccc2Cl)CC1)NCc1ccc(F)cc1
→ -7 | 1 | 9 | -2 | -0.2% | -0.2 | 0 | 3 | -6%
29: Cc1ccc(NC(=O)CN2CCN(S(=O)(=O)c3ccc(C(C)C)cc3)CC2)cc1F
→ -8 | -7 | -5 | -1 | -1.8% | 0.3 | 3 | -12 | 2%
30: O=C(Nc1sc2c(c1C(=O)O)CCC2)c1cccc(Cl)c1
→ -12 | -5 | 0 | 5 | 3.1% | -0.2 | 1 | -9 | -1%

4 of these compounds, reformatted:
17: COc1ccc(CNC(=O)CN(Cc2ccccc2)C(=O)c2csnn2)cc1
  D1 antagonist: -5
  D1 PAM: 1
  D2 PAM: 7
  TRHR PAM: 7
  RXFP1 ag: 1.1%
  TRHR ag: 0.2
  D1 agonist: 1
  RXFP1 antagonist: -2
  Anesthetic bind: -8%

18: Cc1cc(Cl)c(OCCOCCN2CCCC(C)C2)c(Br)c1 (stereo not drawn)
  D1 antagonist: -2
  D1 PAM: -2
  D2 PAM: -13
  TRHR PAM: 0
  RXFP1 ag: 0.2%
  TRHR ag: -0.2
  D1 agonist: 2
  RXFP1 antagonist: -36
  Anesthetic bind: -12%

19: NC(=O)CC(NC(=O)c1ccccc1)c1ccc(NC2CCCC2)c([N+](=O)[O-])c1 (stereo not drawn)
  D1 antagonist: -6
  D1 PAM: -1
  D2 PAM: -3
  TRHR PAM: -4
  RXFP1 ag: -2.0%
  TRHR ag: -1.9
  D1 agonist: 4
  RXFP1 antagonist: .
  Anesthetic bind: -14%

20: CCCCC(=O)Nc1ccc(N2CCN(S(C)(=O)=O)CC2)cc1
  D1 antagonist: 0
  D1 PAM: -4
  D2 PAM: 6
  TRHR PAM: -1
  RXFP1 ag: 2.4%
  TRHR ag: -0.1
  D1 agonist: 3
  RXFP1 antagonist: -8
  Anesthetic bind: 2%

Additional results
Results follow in this order: D1 antagonist | D1 PAM | D2 PAM | TRHR PAM | RXFP1 ag | TRHR ag | D1 agonist | RXFP1 antagonist | Anesthetic bind
31: CCOc1cccc(C(=O)Nc2ccc(S(=O)(=O)N(Cc3ccccc3)c3ccccc3)cc2)c1
→ 1 | 0 | 4 | -5 | 1.8% | 1.6 | 10 | 2 | 34%[activator]
32: COc1ccccc1C(O)c1nccn1C (stereo not drawn)
→ -14 | -2 | . | -5 | -0.4% | -0.5 | 1 | -15 | -2%
33: Fc1ccc(Cn2nnc(-c3ccc(Cl)cc3)n2)cc1
→ -7 | -3 | 3 | -7 | 3.5% | -0.6 | 4 | -4 | -11%
34: CCOC(=O)c1cc(/C(C)=N/OC(=O)c2ccc(C(C)(C)C)cc2)on1
→ -7 | -5 | -7 | 0 | 2.8% | 0.6 | 2 | -6 | -11%
35: Cc1cc(=O)n2c(-c3ccccc3C)n[nH]c2n1
→ -2 | -1 | -6 | -4 | -0.1% | 0.0 | 9 | -19 | -6%
36: COc1ccc(S(=O)(=O)NCC2CCCN(Cc3ccccc3C)C2)cc1 (stereo not drawn)
→ -30* | -4 | -4 | -3 | -2.0% | -1.1 | 3 | -6 | -8%
37: Cc1ccc(C(=O)N/N=C(/CC(=O)c2cccs2)C(F)(F)F)cc1
→ -2 | -2 | -1 | 3 | 0.1% | -0.2 | 7 | -34 | -10%
38: COc1ccc(CC2(CO)CCN(CC3=CC[C@H]4C[C@@H]3C4(C)C)CC2)cc1
→ -9 | -4 | -22 | 26 | 0.5% | 4.2 | 17 | 1 | -8%
39: CCOc1ccccc1Nc1nnc(SCc2nnc(-c3cc(OC)c(OC)c(OC)c3)o2)s1
→ -10 | -4 | 13 | 6 | 0.5% | -0.7 | 3 | 6 | -8%
40: Cc1ccc(CNCC2CCCO2)o1 (stereo not drawn)
→ 17 | 0 | -4 | 4 | 0.5% | 0.2 | 3 | -5 | -5%
41: COc1ccc(C(CNC(=O)C(=O)NC2CCCC2)N2CCN(C)CC2)cc1 (stereo not drawn)
→ -10 | 1 | -3 | -1 | -0.1% | 0.6 | 0 | -2 | .
42: COc1ccc2c(c1)c(C(=O)N/N=C/c1cn(C)c3ccccc13)c(C)n2C
→ 2 | 0 | 2 | -2 | 1.3% | -0.6 | 1 | -6 | -16%
43: Cc1cccc(OCCCCNCc2ccccc2)c1
→ 15 | -3 | -14 | -2 | 0.5% | -0.1 | 8 | -4 | -12%

Source: PubChem BioAssay (National Center for Advancing Translational Sciences (NCATS))
